# Source: PubChem (several laboratories)
# CAL PDZ FP-1 – untagged CAL PDZ binding inhibitors, primary screen, biochemical, fluorescence polarization, HTS | Golgi-associated PDZ and coiled-coil motif-containing protein (Homo sapiens), Q9HD26 | purified CAL PDZ, TMR-peptide fluorescence polarization, 1 h | inhibition, % at 24.9 µM | 300,000 tested, 0.92% active | AID 602252, 2012;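 active = mean inhibition of at least 30% with at least half of replicates also reaching 30%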;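 note: 0% = DMSO neutral control and 100% = excess unlabeled competitor peptide PRC23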
# Pemphigus Ab inh – inhibitors of pemphigus antibody binding to DSG3, primary screen, biochemical, bead-based, flow cytometry, scFv-GFP. Desmoglein-3 (Homo sapiens), P32926. DSG3-coupled beads, scFv-anti-DSG3-GFP binding; hits give low values. binding (percent of control), % at 10 µM. 310,000 tested, 0.48% active. AID 588358, 2011;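 active = binding more than 3 SD below its plate's average and above zero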;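 note: hits lower antibody fragment binding to DSG3; some compounds called inactive have numbers as strong as hits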
# RTF Ca sens inh – cardiac RTF calcium sensitivity inhibitors, primary screen, biochemical, IANBD-TnC fluorescence, EC70 calcium; Troponin I, cardiac muscle (Homo sapiens) + Troponin T, cardiac muscle (Homo sapiens) + …; AID 493244, 2011; IANBD-labeled cardiac RTF, Ca2+ fluorescence; inhibition, % at 7.15 µM; 340,000 tested, 0.12% active;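 active = inhibition above the mean inhibition of all tested compounds plus 3 SD, cut at about 17% in these data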;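 note: assay run at fixed EC70 calcium of 1.6 mM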
# CAL PDZ FP-2 – CAL PDZ peptide-binding inhibitors, primary screen, biochemical, fluorescence polarization, Cer-tagged CAL PDZ, HTS; Golgi-associated PDZ and coiled-coil motif-containing protein (Homo sapiens), Q9HD26; purified CAL PDZ, TMR-peptide fluorescence polarization, 1 h; inhibition, % at 20 µM; 330,000 tested, 0.02% active; AID 504414, 2011;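 active = highest replicate inhibition of at least 40%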;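 note: plate controls were DMSO neutral control wells for no effect and unlabeled competitor peptide control wells for full effect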
#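 Control set: unlabelled peptide and DMSO controls / Material: purified CerCALP PDZ construct / Timing: 1 h incubation at room temperature before polarization reading / Doses: 20 µM, one dose / Detection: fluorescence polarization (mP)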
# NSD2 inh – NSD2 histone methyltransferase inhibitors, primary screen, biochemical, AlphaScreen, single concentration, set 2 | NSD2 peptide methylation, 120 min | inhibition, % at 12.5 µM | 310,000 tested, 0.54% active | AID 743445, 2014; in the data active = inhibition above about 50%
# DAGLB inhibitor – DAGLB lipase inhibitors, primary screen, biochemical, fluorescence, HTS; Diacylglycerol lipase-beta (Homo sapiens), Q8NCG7; HEK293T DAGLB membrane lysate, EnzChek fluorogenic substrate; inhibition, % at 5.17 µM; 340,000 tested, 0.059% active; in the data active = inhibition above about 34%;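 note: 0% = enzyme with vehicle and 100% = wells lacking enzyme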
# Target sequence (Q8NCG7 whole entry, looked up): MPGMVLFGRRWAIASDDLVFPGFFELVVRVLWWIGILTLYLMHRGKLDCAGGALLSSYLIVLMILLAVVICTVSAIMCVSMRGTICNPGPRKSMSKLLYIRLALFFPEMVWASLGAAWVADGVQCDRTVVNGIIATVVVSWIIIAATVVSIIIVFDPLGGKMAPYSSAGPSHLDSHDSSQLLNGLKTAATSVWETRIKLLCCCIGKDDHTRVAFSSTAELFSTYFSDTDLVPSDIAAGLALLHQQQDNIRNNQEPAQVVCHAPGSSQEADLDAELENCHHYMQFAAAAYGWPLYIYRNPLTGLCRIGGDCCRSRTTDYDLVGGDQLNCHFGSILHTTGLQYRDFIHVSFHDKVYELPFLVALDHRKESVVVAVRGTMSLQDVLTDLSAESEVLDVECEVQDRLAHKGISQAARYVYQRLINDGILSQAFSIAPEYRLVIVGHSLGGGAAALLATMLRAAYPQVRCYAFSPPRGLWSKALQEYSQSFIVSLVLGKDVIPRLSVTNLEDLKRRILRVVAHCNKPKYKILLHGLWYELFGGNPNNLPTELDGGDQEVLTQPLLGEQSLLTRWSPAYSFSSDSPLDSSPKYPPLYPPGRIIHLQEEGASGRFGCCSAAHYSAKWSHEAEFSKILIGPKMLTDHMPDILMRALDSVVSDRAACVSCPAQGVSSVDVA
# C-LANA FP – inhibitors of KSHV C-LANA binding to DNA, primary screen, biochemical, fluorescence polarization, FAM-LBS DNA, MBP-C-LANA, single point; 340,000 tested, 0.078% active; Kaposi's sarcoma herpesvirus LANA C-terminal domain (residues 932-1162) DNA binding; inhibition, % at 9 µM; AID 504423, 2011;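 active = highest replicate inhibition at or above 60% at 9 µM, even if other replicates fall short; inactive = all replicates below 60% inhibition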;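 note: 0% = neutral control wells and 100% = 4 µM acridine orange control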
# Arr AP2 block – inhibitors of beta-arrestin/AP2 binding, primary screen, biochemical, GPCR trafficking, flow cytometry; inhibition, % at 10 µM; beta-arrestin 1 C-terminal peptide binding to AP2 beta2-adaptin appendage (human); AID 504490, 2011; FITC-arrestin peptide / GST-AP2 beads; AP2 beta2 appendage carries R879A mutation; 340,000 tested, 0.31% active;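 active = inhibition above a set limit, near 3 SD of compounds lacking own fluorescence, cut at about 54% in these data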;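 note: plate controls were DMSO wells for no effect and 5 µM unlabelled arrestin peptide for full effect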
#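 Measured by: flow cytometry, FL1 (488/535 nm); Material: AP2 appendage R879A on GSH beads; Evaluation: percent response; Timing: pre-incubation 12 min, peptide binding 1 h, room temperature; Also added: 50 nM FITC-arrestin peptide; Medium: PBS with 0.05% Tween 20 and 0.1% BSA.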
# V-ATPase pH – regulators of yeast V-ATPase proton pumping, primary screen, pHLuorin cytosolic pH fluorescence; response, % at 10 µM; 350,000 tested, 0.37% active; S. cerevisiae; in the data active = response mostly above about 7.3%, no sharp cut-off; inactive = mostly below about 5.4%; note: actives read high; inactives centre near 0; some compounds called inactive have numbers as strong as hits
# Keap1 Nrf2 FP – Keap1-Nrf2 protein-protein interaction inhibitors, primary screen, biochemical, fluorescence polarization, single point; Kelch-like ECH-associated protein 1 (Homo sapiens), Q14145; AID 504523, 2011; inhibition, % at 9.4 µM; Keap1 Kelch-Nrf2 peptide fluorescence polarization, 1536-well; 340,000 tested, 0.15% active; in the data active = inhibition above about 12%;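 note: human Keap1 Kelch domain with fluorescein labeled Nrf2 9mer peptide probe; 0% = neutral control wells and 100% = peptide positive control; higher means more block of Keap1 binding to Nrf2 peptide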
# * marks the source's active call; other numbers are inactive results; / = not tested or not shown. An excerpt; count on the stated rates, not on these rows.
CAL PDZ FP-1	Pemphigus Ab inh	RTF Ca sens inh	CAL PDZ FP-2	NSD2 inh	DAGLB inhibitor	C-LANA FP	Arr AP2 block	V-ATPase pH	Keap1 Nrf2 FP	SMILES
-1.8	97.3	/	-0.7	-3.1	/	-1.0	6.5	3.6	1.5	COc1cscc1C(N)=O
/	/	0.5	0.2	0.3	1.4	-0.4	-5.4	11.2	-5.3	CCCCOc1ccc(C2(C)CC(=O)NC2=O)cc1 (stereo not given)
-6.3	99.2	3.7	1.0	-4.6	-0.5	1.6	-7.1	-2.6	-5.5	Cc1cc(C(=O)NCc2ccc(S(N)(=O)=O)cc2)cs1
-4.5	107.3	-11.3	-2.0	0.6	0.1	0.9	11.8	1.3	1.2	COc1ccc(C(=O)Nc2nc(C)c(C(=O)N(C)C)s2)cc1OC
-0.9	77.5	-0.9	-0.6	-1.7	0.8	0.3	-7.9	1.1	-8.7	COc1ccccc1CNC(=O)CCS(=O)(=O)Cc1ccc(C)cc1
-3.6	104.5	1.2	-1.9	3.1	-0.2	0.6	-28.7	-4.3	-1.3	Nc1cc(OCC(F)(F)F)cc(OCC(F)(F)F)c1
-6.7	105.4	-3.0	-2.2	1.3	-3.1	-1.3	-11.1	-1.6	0.3	Cc1cccc(C(=O)N2CCN(S(=O)(=O)c3ccc4c(c3)OCCCO4)CC2)c1[N+](=O)[O-]
-3.1	111.4	-4.8	-0.4	-2.1	-1.5	0.5	10.7	5.2	0.8	O=C(O)COc1ccc(Br)cc1/C=N\Nc1ccccn1
0.2	100.7	2.7	0.3	1.4	-0.1	-0.8	8.3	15.7	0.5	CCCCn1c(NC(C)CC)nc2c1c(=O)[nH]c(=O)n2C (stereo not given)
-3.1	92.1	-5.4	1.7	-0.9	-2.3	-2.4	0.8	-5.9	-2.3	c1ccc(CCOn2ccnc2)cc1
/	98.4	1.5	-0.5	2.2	-0.1	-0.5	1.8	-1.2	-3.7	C=CCOc1c(CNc2ccc(S(N)(=O)=O)cc2)cccc1OC
-2.1	106.0	11.0	0.8	-2.3	1.3	1.4	-6.5	1.4	1.1	O=C(N/N=C/c1ccco1)C1COc2ccccc2O1 (stereo not given)
-0.4	102.9	-2.2	-2.4	-2.0	-0.5	-0.3	-13.4	-1.7	1.2	O=c1c(Br)c(N2CCCCC2)cnn1-c1ccccc1
-2.8	105.1	-0.5	-2.2	3.9	-0.2	1.0	2.1	-3.4	-1.8	CCS(=O)(=O)c1ccc(O)c(N2C(=O)C3C4C=CC(C4)C3C2=O)c1 (stereo not given)
-2.9	98.0	-23.3	-0.9	/	-2.9	2.0	4.3	4.9	-3.9	CC[C@@H](C)[C@@H](C(=O)N1CCNCC1)n1cc(CCC(=O)O)nn1
-7.3	110.7	-16.3	-0.1	-1.5	1.4	-1.1	9.3	-3.2	-2.7	CSCC(=O)N1CCCC(C(=O)c2cc(F)ccc2F)C1 (stereo not given)
-13.1	101.6	-6.8	0.5	/	-5.2	2.4	-2.2	1.0	-2.8	CC(=O)C[C@@H](O)CC(=O)[C@@H]1OC(=O)[C@@H](C)CCCCc2ccccc21
0.3	121.8	-16.0	/	-2.7	-11.6	-6.5	-4.8	-4.0	-18.2	Cc1ccc(S(=O)(=O)CCSc2nc(C)cc(C(F)(F)F)c2C#N)cc1
2.8	/	0.8	-1.9	-1.0	0.4	0.1	0.8	2.6	-4.3	Cc1cc(C(=O)CN2C(=O)NC3(CCCCC3)C2=O)c(C)n1Cc1ccc2c(c1)OCO2
-4.9	107.4	0.8	0.0	-0.3	1.1	0.7	-7.5	5.2	2.8	CCOC(=O)N1CCN(C2CCCN(C(=O)c3cccc(Cl)c3)C2)CC1 (stereo not given)

# Profiles, looked up by structure. Screens in order: CAL PDZ FP-1 | Pemphigus Ab inh | RTF Ca sens inh | CAL PDZ FP-2 | NSD2 inh | DAGLB inhibitor | C-LANA FP | Arr AP2 block | V-ATPase pH | Keap1 Nrf2 FP
# `Nc1cc(OCC(F)(F)F)cc(OCC(F)(F)F)c1` is entered as -3.6 | 104.5 | 1.2 | -1.9 | 3.1 | -0.2 | 0.6 | -28.7 | -4.3 | -1.3
# `CCCCOc1ccc(C2(C)CC(=O)NC2=O)cc1` (stereo not given) is entered as / | / | 0.5 | 0.2 | 0.3 | 1.4 | -0.4 | -5.4 | 11.2 | -5.3
# `Cc1cc(C(=O)NCc2ccc(S(N)(=O)=O)cc2)cs1` is entered as -6.3 | 99.2 | 3.7 | 1.0 | -4.6 | -0.5 | 1.6 | -7.1 | -2.6 | -5.5
# `c1ccc(CCOn2ccnc2)cc1` is entered as -3.1 | 92.1 | -5.4 | 1.7 | -0.9 | -2.3 | -2.4 | 0.8 | -5.9 | -2.3
# `COc1ccc(C(=O)Nc2nc(C)c(C(=O)N(C)C)s2)cc1OC` is entered as -4.5 | 107.3 | -11.3 | -2.0 | 0.6 | 0.1 | 0.9 | 11.8 | 1.3 | 1.2

# (cont.)
CAL PDZ FP-1	Pemphigus Ab inh	RTF Ca sens inh	CAL PDZ FP-2	NSD2 inh	DAGLB inhibitor	C-LANA FP	Arr AP2 block	V-ATPase pH	Keap1 Nrf2 FP	SMILES
/	106.3	4.7	-0.5	-4.2	-3.6	1.0	-21.4	3.3	-2.5	O=C(COC(=O)Cc1n[nH]c(=O)c2ccccc12)Nc1cccc(C(F)(F)F)c1
-5.1	98.7	-10.5	-0.5	7.4	1.8	-0.7	-4.3	1.7	-3.0	COc1ccc(N2CCN(CC(=O)N3c4ccccc4CC3C)CC2)cc1 (stereo not given)
-3.5	102.0	-0.5	-0.2	2.1	1.4	0.9	20.7	-0.5	-2.8	COc1cc(/C=C/C(=O)OCC(=O)N2CCN(S(=O)(=O)c3ccc(C)cc3C)CC2)ccc1O
5.3	102.9	-4.2	-1.0	0.2	0.1	-0.5	3.6	1.9	1.0	NS(=O)(=O)c1ccc(NC(=O)/C=C/c2ccccc2[N+](=O)[O-])cc1
-5.0	102.0	-2.2	-1.5	-0.1	-7.1	1.3	-37.6	-2.7	6.6	CCc1cc(=O)oc2cc(OCC(=O)N3CCCc4ccccc43)ccc12
-0.7	107.7	-2.8	-2.7	-5.1	-0.3	0.9	47.4	10.3	1.8	O=C1CCCCN1CCCC(=O)N1CCCC(Nc2ccc(F)cc2)C1 (stereo not given)
-2.8	119.8	-6.2	-1.1	1.1	-1.7	-0.1	6.6	2.3	-0.5	CCCCc1nnc(NC(=O)C2CC(=O)N(c3ccc(C)cc3)C2)s1 (stereo not given)
-5.6	99.8	-4.4	-2.2	0.7	1.5	-1.0	21.4	-3.7	2.9	COc1ccc(NC(=O)C(=O)NCCN2CCN(C(=O)c3cccs3)CC2)cc1
3.8	100.2	-11.0	0.1	-0.4	-2.0	0.4	-3.7	1.6	0.8	Cn1c(SCCC(=O)O)nnc1-c1ccncc1
-0.4	97.5	-5.4	-0.6	15.7	-0.1	-1.7	37.8	-0.9	1.5	CC(=O)Nc1ccc(NS(=O)(=O)c2c(Cl)cccc2Cl)cc1
-0.8	96.0	-6.6	-0.5	4.1	-4.1	-0.6	10.6	-1.0	-4.3	Cc1cc(C)cc(N2C(N)=NC(N)=NC2c2ccccc2F)c1 (stereo not given)
-4.4	99.0	-4.3	-3.6	2.1	1.2	0.0	0.6	5.5	-2.0	Cn1cnnc1SCC(=O)Nc1ccc2nc(SCc3ccccc3Cl)sc2c1
-3.4	101.6	-4.8	-2.3	-4.5	-0.4	-0.3	31.9	-5.0	-4.1	CCN(CC(=O)Nc1c(F)cccc1F)C(=O)/C=C/c1ccc(OCC#N)c(OC)c1
-1.0	94.6	3.5	-2.2	0.2	0.7	0.4	0.0	0.8	2.6	Nc1nc(SC2c3cccc4cccc(c34)C2NS(=O)(=O)c2ccccc2)n[nH]1 (stereo not given)
-2.8	98.9	-1.1	-1.5	-1.2	1.1	0.5	1.4	-0.6	-2.4	CCOc1ccccc1CN1CCN(CCCn2cccn2)CC1CCO (stereo not given)
3.0	102.1	-7.2	-2.8	-1.3	2.3	1.5	12.3	0.3	-5.2	Cc1nn(CC(=O)Nc2c(F)cc(F)cc2Br)c(=O)c2cccn12
1.7	139.0	-9.3	0.8	13.9	-0.5	0.9	8.5	2.2	-5.6	CC1CCc2[nH]c3ccc(C(=O)NCC4CCCO4)cc3c2C1 (stereo not given)
-1.0	289.9	0.6	-3.3	-0.6	-2.9	-0.9	10.3	5.2	-24.4	COc1ccc(OC)c(S(=O)(=O)ON2C(=O)c3ccccc3C2=O)c1
/	96.4	/	/	1.4	/	/	10.8	1.0	/	CC(=C/c1ccco1)/C=N/NC(=O)c1ccncc1
4.6	98.5	3.7	-1.2	/	0.1	1.4	-17.9	1.4	-2.8	COc1ccc(N=C(NN)c2ccc3ccccc3n2)cc1
14.6	119.7	4.4	-1.1	0.0	-0.1	-0.2	-2.5	-0.9	-3.7	COc1ccc(Cc2nc3ccc(C(=O)NCCCSC)cc3o2)cc1OC
-1.8	101.7	-3.9	-1.3	/	-2.1	0.3	2.2	-4.8	-0.8	O=C(C1=C[C@@H](c2ccc(Br)cc2)C[C@@H](OCCCCO)O1)N1CCOCC1
/	104.1	/	/	1.1	-3.0	/	/	0.7	/	COc1cccc(NC(=O)C2CCN(S(=O)(=O)c3ccc(N4CCCC4=O)cc3)CC2)c1
